FAS TE block – FAS thioesterase (human) inhibition | recombinant FAS-TE, OMFH fluorogenic substrate, fluorescence endpoint | P49327 | inhibition, % at 15 µM | actives 0.67% (n = 360,000);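 active means compounds whose normalised, plate-corrected inhibition of enzyme fluorescence in the single-dose primary screen is 50% or more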;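 further: 0% = DMSO with enzyme and 100% = substrate without enzyme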
Neddylation inh – inhibitors of human cullin neddylation | TR-FRET cullin neddylation, biochemical | calls only at 25 µM | actives 0.58% (n = 360,000); in the data active means inhibition above about 36%
MT1-MMP act inh – MT1-MMP (human) activation inhibition; HT1080 RFP-PRO-GFP cells, GFP/RFP ratio fluorescence, overnight; percent of plate control window, DMSO zero; GFP/RFP ratio change, % at 20 µM; actives 0.061% (n = 360,000); AID 651647;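 active means GFP/RFP ratio change of at least 30% with cell ATP level not reduced by more than half and red fluorescence within 50% of control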; further: strong numbers were not always called active
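Assay system: HT1080 cells carrying an RFP-PRO-GFP reporter | Dosing: Single dose of 20 µM compound, 1% DMSO final | Incubation: Cells overnight before dosing, compound overnight, 37 °C, 5% CO2 | Evaluation: GFP/RFP fluorescence ratio | Control set: DMSO and RFP-L50D-GFP cell wells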
MLLE-PAM2 inh – blocks PAM2 peptide binding to the PABP1 MLLE domain. P11940. GST-MLLE / FITC-PAM2 fluorescence polarization. inhibition, % at 20 µM. actives 0.36% (n = 360,000). AID 588489; in the data active means inhibition above about 35%, passing the limit was not always enough;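 further: plate controls were DMSO wells with GST-MLLE for no effect and wells lacking GST-MLLE protein for full effect; some results filed as inactive read as strong as hits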
Target sequence (P11940 whole entry, looked up, the tested form may be a part): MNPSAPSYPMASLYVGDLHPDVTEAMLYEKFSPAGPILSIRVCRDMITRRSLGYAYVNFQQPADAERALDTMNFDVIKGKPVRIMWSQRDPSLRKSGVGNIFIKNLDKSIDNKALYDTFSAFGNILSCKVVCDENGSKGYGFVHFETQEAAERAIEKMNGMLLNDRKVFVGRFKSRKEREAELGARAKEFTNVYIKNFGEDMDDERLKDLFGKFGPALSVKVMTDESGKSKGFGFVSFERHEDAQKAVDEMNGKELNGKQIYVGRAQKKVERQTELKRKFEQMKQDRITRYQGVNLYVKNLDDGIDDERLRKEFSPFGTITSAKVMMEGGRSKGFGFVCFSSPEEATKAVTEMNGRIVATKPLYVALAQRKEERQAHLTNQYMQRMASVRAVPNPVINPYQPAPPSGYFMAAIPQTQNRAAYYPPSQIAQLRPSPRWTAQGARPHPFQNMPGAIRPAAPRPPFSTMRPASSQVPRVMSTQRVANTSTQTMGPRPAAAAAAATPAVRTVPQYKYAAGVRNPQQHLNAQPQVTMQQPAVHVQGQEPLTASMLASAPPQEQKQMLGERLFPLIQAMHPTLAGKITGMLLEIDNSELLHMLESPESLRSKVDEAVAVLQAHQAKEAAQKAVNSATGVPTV
Rpn11 block – blocks the human proteasome subunit Rpn11. O00487. human 26S proteasome, Ub4-pepOG fluorescence polarization; 20S core pre-blocked with epoxomicin. calls only at 20 µM. actives 0.59% (n = 360,000);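 active means inhibition at 20 µM, scaled to each plate's controls, above about 33%, limit read from the data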
Rin1-Abl PPI inh – inhibitors of human Rin1-Abl protein interaction. P00519+Q13671. TR-FRET Rin1/Abl binding, biochemical. inhibition, % at 7.35 µM. actives 0.4% (n = 360,000); in the data active means inhibition above about 5%, passing the limit was not always enough
NadD inh – inhibitors of Staphylococcus aureus NadD | purified NadD enzyme, colorimetric absorbance read-out | inhibition, % at 20 µM | actives 0.78% (n = 360,000); in the data active means inhibition above about 26%; further: some compounds past the cut are filed as inactive
SKN-1 inh – C. elegans SKN-1 inhibition | C. elegans VP596 Pgst-4::GFP/RFP ratio, acrylamide-induced, 24 h | inhibition, % at 21.8 µM | actives 0.49% (n = 360,000) | AID 624304;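 active means interference check ratio from 0.5 to 1.5 plus GFP to RFP signal ratio inhibition reaching or exceeding a fixed threshold, cut at about 30% in these data, passing the limit was not always enough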; further: some compounds called inactive have numbers as strong as hits
CSN deneddyl inh – blocks human CSN-mediated cullin deneddylation; AID 651999; Q92905; actives 0.38% (n = 360,000); Purified CSN, SCF-Nedd8-OG deneddylation, fluorescence polarization; inhibition, % at 12.5 µM;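 active means pattern-corrected inhibition above about 35%, with an unprinted fluorescence ratio check between 0.5 and 1.5, limit read from the data, passing the limit was not always enough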;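 further: 0% = enzyme with substrate and 100% = substrate without enzyme; some results filed as inactive read as strong as hits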
Target sequence (Q92905 whole entry, looked up, one chain of several): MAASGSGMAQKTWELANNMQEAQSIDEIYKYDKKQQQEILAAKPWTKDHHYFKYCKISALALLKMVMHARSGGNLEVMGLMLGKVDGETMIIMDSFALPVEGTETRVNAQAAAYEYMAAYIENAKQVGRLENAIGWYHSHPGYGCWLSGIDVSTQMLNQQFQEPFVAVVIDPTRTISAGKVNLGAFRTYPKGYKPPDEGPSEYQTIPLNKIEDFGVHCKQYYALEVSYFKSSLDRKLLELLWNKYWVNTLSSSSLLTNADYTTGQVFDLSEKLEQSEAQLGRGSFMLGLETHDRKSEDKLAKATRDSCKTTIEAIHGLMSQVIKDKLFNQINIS
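Material: purified human Csn5 enzyme expressed in HEK293T cells / Medium: Tris buffer pH 7.5, NaCl, DTT, Tween-20, trehalose, ovalbumin / Compound dosing: 12.5 µM single point / Schedule: 90 min incubation of compound, enzyme and substrate at room temperature / Signal: fluorescence polarization of the substrate / Control set: no-enzyme wells high, enzyme-with-substrate wells low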
* marks the source's active call; other numbers are inactive results; i = inactive; nt = no result given.

SMILES	FAS TE block	Neddylation inh	MT1-MMP act inh	MLLE-PAM2 inh	Rpn11 block	Rin1-Abl PPI inh	NadD inh	SKN-1 inh	CSN deneddyl inh
CCCCNC(=O)C(C)N(CCN(C)C)C(=O)CCCCCN1C(=O)NC(c2ccc(Cl)cc2)C(C(=O)OCc2ccccc2)=C1C (centres undefined)	11	i	2	-7	i	5	3	23	0
Cc1cc(C)c(C#N)c(SCCS(=O)(=O)Cc2ccc(Cl)cc2)n1	24	i	1	2	i	-3	-3	4	0
CC1(C)CC(=O)C(C=Nc2ccc3cn[nH]c3c2)=C(O)C1	-7	i	2	11	i	0	-3	2	-4
CCN(C(=O)c1cc2c(=O)n3ccccc3nc2n1C)C1CCCCC1	0	nt	-4	-6	i	2	-5	30	6
CCCCCCCCN1[C@@H](CC(=O)OCC)c2cc(C(F)(F)F)ccc2S1(=O)=O	47	i	2	4	i	0	14	3	-3
COC(=O)c1cc(Br)ccc1NC(=O)CCNC(=O)c1ccco1	3	i	-3	-3	i	2	-1	-8	-2
Cc1cccc(NC(=O)c2cnn(-c3ccccc3)c2C)c1C	-2	i	-1	0	i	-1	-7	3	1
CC(=O)Nc1ccc(NC(=O)[C@@H]2CCCN2S(=O)(=O)c2ccc3c(c2)OCCO3)cc1	-4	i	-1	-4	i	1	-1	8	-3
CSc1nc2ccc(NS(=O)(=O)c3ccccc3F)cc2s1	-2	i	3	7	i	3	-7	-9	2
CC(C)c1nc(SCC(=O)N2CCCC2)c2c(=O)n(C)c(=O)n(C)c2n1	-9	i	3	-9	i	0	-1	-30	2
CCN1CCN(C(=O)/C=C/c2c(F)cccc2Cl)CC1	-8	i	0	6	i	1	-8	-6	-10
N=C1S/C(=C\c2ccc(-c3ccccc3C(=O)O)o2)C(=O)N1c1ccc2c(c1)OCO2	0	i	-3	-72	i	1	12	4	16
COc1c2c(nc3occc13)C(CCC(C)(C)O)(OC)C(O)CC2 (centres undefined)	-10	i	nt	9	i	8	1	-2	2
N#C/C(C(=O)N1CCOCC1)=C1\Nc2ccccc2S1	-8	i	7	13	i	-2	-2	-2	4
CCOCCCNC(=O)c1ccc(N2CCOCC2)c(NS(=O)(=O)c2ccc(OC)cc2)c1	-4	i	0	7	i	0	-5	12	-2
CC(C)NC(=O)C1(C)CSCC(=O)N1Cc1ccco1 (centres undefined)	nt	i	12	nt	nt	nt	nt	13	2
O=C(Cc1cccs1)NNC(=S)NC(=O)c1ccc(F)c(F)c1	-4	i	5	2	i	-5	2	4	-3
CC(C(=O)Nc1cccc(S(=O)(=O)N2CCOCC2)c1)N1CCN(C/C=C/c2ccccc2)CC1 (centres undefined)	0	i	4	7	i	1	-9	-9	1
CN(C)c1ccc(/C=N/NC(=O)c2ccccn2)cc1	-4	i	3	5	i	1	3	5	6
O=C(C1CCN(Cc2ccc(F)cc2)CC1)N(CCO)Cc1ccccc1	-9	i	0	4	i	-2	9	-3	-8
CN(C)c1ccc(-c2noc(C3CCN(S(=O)(=O)c4cccc(C(=O)O)c4)CC3)n2)cc1	-8	i	7	18	i	1	5	9	1
Cc1cc(C(=O)N2CCN(C/C=C/c3ccccc3)CC2)no1	-7	i	0	8	i	5	-1	17	3
Cc1c(Br)c(=O)oc2c(C)c(O)ccc12	-6	i	-3	6	i	-13	-2	-3	4
O=C(COC(=O)c1ccc([N+](=O)[O-])s1)NCCc1ccccc1	8	i	2	11	i	-2	-4	-9	15
CN(CC(=O)Nc1c(Cl)cccc1Cl)C(=O)c1ccc(NS(=O)(=O)c2ccc3[nH]c(=O)[nH]c3c2)cc1	-8	i	-3	-11	i	4	4	-10	8
Cc1cc(C)n(CC(O)Cn2c3ccc(Cl)cc3c3cc(Cl)ccc32)c(=O)n1 (centres undefined)	15	i	5	-12	i	1	2	-2	2
CCCCCCNS(=O)(=O)c1ccc(Cl)s1	22	i	3	9	i	-1	-4	-13	3
C=C1C(=O)c2sccc2C(c2ccc(OC)c(OC)c2)C1COC(C)=O (centres undefined)	-5	i	26	9	i	5	1	2	16
COC(=O)[C@@H]1CC(O)CN1C(=O)C12CC3CC(CC(C3)C1)C2 (some centres undefined)	-7	i	3	7	i	0	-5	4	2
COC(=O)c1ccc(NC(=O)Nc2ccccc2F)cc1	4	i	1	-5	i	1	-2	6	3
Cc1ccc(NC(=O)c2cncc(Br)c2)cc1S(=O)(=O)N(C)C	-1	i	1	15	i	1	2	6	2
CC(=O)N1CCc2c(sc(NC(=O)C3COc4ccccc4O3)c2C(N)=O)C1 (centres undefined)	0	i	-5	12	i	1	6	4	2
O=C1OCCC1Sc1nnc(-c2ccccc2)o1 (centres undefined)	-8	i	10	-22	i	-4	7	-9	-2
OC(CN1CCCCC1)Cn1c2ccccc2c2ccccc21 (centres undefined)	-9	i	1	-6	i	2	-5	-2	-1
C=CCN1c2ccccc2[C@]23C[C@@H](C(=O)OC)N(C(=O)CC(C)C)C2=NC(C(=O)OC)=C(C(=O)OC)[C@H]13	25	i	-2	8	i	0	0	4	-1
CC(C)(C)NC(NC(=O)Cc1ccccc1)C(Cl)(Cl)Cl (centres undefined)	-4	i	1	12	i	0	-2	14	-3
O=C(CSc1cccc2cccc(Cl)c12)OCC(=O)N1CCN(C(=O)c2ccco2)CC1	-2	i	-2	31	i	-2	8	-4	2
CCCCC(=O)Nc1ccc(C(=O)NN2C(=O)c3ccccc3C2=O)cc1	-5	i	2	-5	i	2	-6	4	5
Fc1ccc(N2CCN(c3cnc4ccccc4n3)CC2)cc1	12	i	0	6	i	1	-4	63*	5
O=C(NCCCn1ccnc1)c1cc(C2CC2)on1	-2	i	6	-1	i	-2	5	-7	4
CCCCn1c(=S)[nH]c2cc(S(=O)(=O)N3CCOCC3)ccc21	2	i	-1	-64	i	1	7	8	2
O=c1c2ccccc2nc(-c2ccc(Cl)cc2Cl)n1O	-8	i	9	1	i	3	1	-8	5
Cc1nnc(SCC(=O)Nc2nc(C(C)(C)C)cs2)s1	-4	i	4	7	i	2	-2	-15	0
CCOC(=O)Cn1c(=O)c2c(nc(Br)n2CC(=O)OCC)n(C)c1=O	-8	i	2	-11	i	1	-1	28	-3
COc1cccc(S(=O)(=O)Nc2ccc3c(c2)[C@@H]2C[C@@H](CC(=O)NCc4ccc(Cl)cc4)O[C@@H](CO)[C@@H]2O3)c1	7	i	-1	-8	i	2	-11	-12	-1
C#CCNC(=O)C[C@@H]1C[C@@]2(C(=O)OC)CC(C)(C)CC=C2N(Cc2ccccc2)C1=O	nt	i	2	nt	nt	nt	nt	1	0
CC(C)CC(COCc1cccc(Cl)c1)N1CCN(C(=O)c2cccc(C(F)(F)F)c2)CCC1=O (centres undefined)	22	i	-1	9	i	5	0	-5	-2
Nn1c(SCC(=O)Nc2ccc(OC(F)F)cc2)nnc1-c1ccco1	-7	i	-1	3	i	2	0	4	1
COc1cc(/C=C/C(=O)O)cc(S(=O)(=O)Nc2ccc3[nH]c(=O)[nH]c3c2)c1OC	0	i	3	-5	i	5	6	29	2
COC(=O)C1=C(C)Nc2nnnn2C1c1cccs1 (centres undefined)	-4	i	1	5	i	-3	-2	-14	0

Next part.
SMILES	FAS TE block	Neddylation inh	MT1-MMP act inh	MLLE-PAM2 inh	Rpn11 block	Rin1-Abl PPI inh	NadD inh	SKN-1 inh	CSN deneddyl inh
COc1cc(OC)c(/C=N/NC(=O)COc2cccc3cccnc23)c(OC)c1	-2	i	1	1	i	4	5	9	-4
COc1ccc(NC(=O)CN(C)CC(=O)Nc2ccc(Cl)cc2[N+](=O)[O-])cc1	14	i	-3	-12	i	-3	-1	-5	2
COc1ccccc1C(=O)NNC(=O)C1CCCO1 (centres undefined)	-2	i	-2	5	i	2	-1	2	2
Cc1nc2c(cc1C(=O)N/N=C/c1ccc(O)c(O)c1)c(=O)n(C)c(=O)n2C	-9	i	2	-16	i	-5	6	4	-2
CC(C)(C)N1CC(c2nc3ccccc3n2Cc2ccc(Cl)cc2)CC1=O (centres undefined)	0	i	-4	-6	i	0	-1	-16	-1
Cc1ccc(S(=O)(=O)N2C[C@H]3C(=O)C[C@@H](c4ccccc4)N(S(=O)(=O)c4ccc(C)cc4)[C@H]3C[C@H]2c2cccc3ccccc23)cc1	16	i	-1	5	i	2	19	1	-3
COc1ccc(NC(=O)CSc2nc(NS(=O)(=O)c3ccc(C)cc3)cc(=O)[nH]2)cc1	28	i	6	24	i	-2	1	-5	-4
Cc1nc(NC(=O)CN(C)S(=O)(=O)c2ccc(Br)cc2)sc1C	3	i	1	-6	i	1	-8	-3	-3
CCSc1nnc(NC(=O)Nc2cccc(C)c2)s1	0	i	2	2	i	-2	-5	5	3
COc1cc(/C=C2\SC(N)=NC2=O)cc(Br)c1O	-11	i	-150	-132	nt	-8	-4	14	47*
COc1cccc(CNc2nc3ccccc3n2CCN2CCCCC2)c1OC	4	i	0	3	i	-4	2	-1	-2
CC(C)CCC(C)NC(=O)Cc1ccc(S(=O)(=O)N2CCOCC2)s1 (centres undefined)	-2	i	0	5	i	-1	-3	10	4
O=S1(=O)CC(N2CCCC2)CN1C1CCCCC1 (centres undefined)	-19	i	1	-6	i	5	2	8	7
CCOC(=O)CNc1nc(Cl)nc(Nc2ccc(Cl)cc2)n1	-5	i	5	2	i	0	6	0	2
COc1ccc(NC(=O)NC23CC4(C)CC(C)(CC(C)(C4)C2)C3)cc1OC	12	i	-12	2	i	2	-7	6	-4
NNC(=O)C1CC1c1ccccc1 (centres undefined)	-9	i	5	0	i	-1	1	3	0
CC1CN(C(=O)COC(=O)CSc2ccc([N+](=O)[O-])cc2)CC(C)O1 (centres undefined)	4	i	-2	39	i	2	3	4	3
CC(C)(C)C(=O)C(Cc1ccccc1)n1cncn1 (centres undefined)	-8	i	0	12	i	-1	-1	11	3
Cn1nc(NC(=O)C(F)(F)F)c2nccnc21	-6	i	-1	4	i	1	-1	3	-2
Cc1cc(C(=O)c2ccccc2)c(NC(=O)CCl)s1	14	i	-2	-5	i	0	-2	2	-4

Some entries already given, showing only NadD inh and SKN-1 inh:
Molecule	NadD inh	SKN-1 inh
Cn1nc(NC(=O)C(F)(F)F)c2nccnc21	-1	3
CC(C)(C)C(=O)C(Cc1ccccc1)n1cncn1 (centres undefined)	-1	11
NNC(=O)C1CC1c1ccccc1 (centres undefined)	1	3
CC1CN(C(=O)COC(=O)CSc2ccc([N+](=O)[O-])cc2)CC(C)O1 (centres undefined)	3	4
Cc1cc(C(=O)c2ccccc2)c(NC(=O)CCl)s1	-2	2

Continued:
SMILES	FAS TE block	Neddylation inh	MT1-MMP act inh	MLLE-PAM2 inh	Rpn11 block	Rin1-Abl PPI inh	NadD inh	SKN-1 inh	CSN deneddyl inh
COc1ccc(Cn2nnc3c(=O)[nH]c(C4CCN(C(=O)c5ccccc5Cl)CC4)nc32)cc1	4	i	1	-4	i	-1	1	9	0
Fc1ccccc1Cc1noc(CN2CCN(C/C=C/c3ccccc3)CC2)n1	5	i	-2	-8	i	-1	-10	-10	3
CNS(=O)(=O)c1cn(CC(=O)NCc2ccc(OC)cc2)cc1S(=O)(=O)NC	-4	i	0	4	i	2	-2	14	4
COc1cc2[nH]c(=S)nc(NCc3ccccc3)c2cc1OC	6	i	3	-58	i	1	0	-10	4
